mHTT CaM bind: mutant huntingtin-calmodulin interaction inhibitors – biochemical, AlphaScreen, primary screen; P42858; hit rate 3.6% among 190,000; AlphaScreen His-mHTT/GST-CaM binding, luminescence; inhibition, % at 15 µM; AID 1671202, 2021;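 also: 0% = both proteins with DMSO and 100% = one protein alone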
Pf apPOL inh: Pf-apPOL inhibitors, biochemical, fluorescence. Plasmodium falciparum apicoplast DNA polymerase (apPOL). Recombinant Pf-apPOL, molecular beacon fluorescence, 1.5 h. inhibition, % at 10 µM. hit rate 0.25% among 210,000. AID 1794808, 2022
* marks the source's active call; other numbers are inactive results; . = not tested or not shown; & = joins results of further samples. Rule as the data show it: active = inhibition above about 50%; inactive = the rest.

SMILES | mHTT CaM bind | Pf apPOL inh
O=C(Cc1ccsc1)NCc1nnc2n1CCCC2 | -7 | 0
CC(=O)Nc1ccc(Sc2ccc(NC(C)=O)cc2)cc1 | -8 | -2
CN1CCCN(C2CCCCCCC2)CC1 | 2 | -1
Cc1ccccc1N=Cc1ccc(Br)c([N+](=O)[O-])c1 | 6 | -6
Cc1ccc(NC(=O)c2ccc(F)c(S(=O)(=O)N3CCCC3)c2)cc1F | 2 | -1
O=C(NCCCN1CCN(c2cccc(Cl)c2)CC1)C1CCCN(c2ccncc2)C1 (stereo not drawn) | 29 | -1
COc1cccc(C(=O)NCCCn2nc(-c3cccs3)ccc2=O)c1OC | 4 | -7
COc1cccc(NC(=O)CN2CCC3(CC2)N=C(c2ccccc2)C(=O)N3)c1 | 10 | -2
Cc1ccc(OCCSc2nnnn2-c2ccccc2)cc1 | -180 | -6
Cc1ccc(NC(=O)N2CCC(n3c(-c4ccoc4)nc4cccnc43)C2)cc1Cl (stereo not drawn) | 1 | 1
O=C(C1CC1)N1CCc2cc(S(=O)(=O)NCc3cccnc3)ccc21 | 0 | 8
Cc1cccc(N2CC(C(=O)N3CCCN(C)CC3)CC2=O)c1 (stereo not drawn) | 5 | 0

Filtered by structure: the compounds so far with four or more nitrogen atoms (five)
SMILES | mHTT CaM bind | Pf apPOL inh
O=C(Cc1ccsc1)NCc1nnc2n1CCCC2 | -7 | 0
O=C(NCCCN1CCN(c2cccc(Cl)c2)CC1)C1CCCN(c2ccncc2)C1 (stereo not drawn) | 29 | -1
COc1cccc(NC(=O)CN2CCC3(CC2)N=C(c2ccccc2)C(=O)N3)c1 | 10 | -2
Cc1ccc(OCCSc2nnnn2-c2ccccc2)cc1 | -180 | -6
Cc1ccc(NC(=O)N2CCC(n3c(-c4ccoc4)nc4cccnc43)C2)cc1Cl (stereo not drawn) | 1 | 1

Next entries.
SMILES | mHTT CaM bind | Pf apPOL inh
Cc1nnc(-c2nnc(NCC3CCCCC3)c3ccccc23)o1 | 34 | 2
COCCCNC(=O)CC1CCN(S(=O)(=O)c2c(C)noc2C)CC1 | -1 | -5
Nc1ccc(Nc2ccc([N+](=O)[O-])cc2S(=O)(=O)O)cc1 | 52* | -3
O=C(CCCc1ccccc1)Nc1cccc(Cl)c1 | -58 | -11
CC1CN(C(=O)c2ccccc2Cl)CCN1C(=O)c1ccccc1Cl (stereo not drawn) | 5 | 45
CCOc1ccc2sc(C=NCc3ccco3)c(O)c2c1 | 40 | -12
C=CCn1c(-c2ccc([N+](=O)[O-])cc2)nc(=S)c2c1CCCC2 | 1 | -2
CC(=O)Nc1ccc(-c2noc(C3CCN(C(=O)c4ccc5cc[nH]c5c4)CC3)n2)cc1 | 37 | -5
COc1cccc(C(=O)N2[C@@H](C(C)C)COc3cc(Br)ccc3S2(=O)=O)c1 | -14 | 2
COc1cccc(C2=CC(c3cccc(F)c3)n3c(nc4ccccc43)N2)c1 (stereo not drawn) | 13 | -7
COc1ccc(CN2CCc3nc(N4CCN(c5ncccn5)CC4)ncc3C2)cc1OC | 55* | 0
COc1ccc(Cl)cc1S(=O)(=O)NCC1(c2cccs2)CCOCC1 | -8 | 4

In the list so far, these contain a nitro group on carbon:
SMILES | mHTT CaM bind | Pf apPOL inh
Cc1ccccc1N=Cc1ccc(Br)c([N+](=O)[O-])c1 | 6 | -6
Nc1ccc(Nc2ccc([N+](=O)[O-])cc2S(=O)(=O)O)cc1 | 52* | -3
C=CCn1c(-c2ccc([N+](=O)[O-])cc2)nc(=S)c2c1CCCC2 | 1 | -2

Remaining list, next part
SMILES | mHTT CaM bind | Pf apPOL inh
CSC(Nc1cccnc1)=C(C#N)c1ccccn1 | . | -3
CCOC(=O)c1ccc2nc(NC(=O)c3ccn(C)n3)sc2c1 | -7 | -1
COCCCNC(=O)c1cc(-c2cccnc2)nc2ccccc12 | -5 | -14
Cc1ccc(CNC(=O)c2ccc(SCCN3CCCCC3)nc2)cc1 | -7 | -3
COc1ccc(-c2nc3ccccc3c(=O)o2)cc1[N+](=O)[O-] | 4 | 0
CSc1cccc(NS(=O)(=O)c2cc(Br)cc3c2N(C(=O)C2CC2)CC3)c1 | 3 | -2
Cn1nc(-c2nc(-c3cccc(F)c3)no2)c2c1CCN(C(=O)NC1CCCC1)C2 | 14 | -7
CCOc1cccc(C2C3=C(CC(C)(C)CC3=O)NC3=C2C(=O)CC(C)(C)C3)c1 | 2 | -8
CC(=O)c1ccc(-c2ccc(/C=c3\sc4nc(=O)c(C)nn4c3=O)o2)cc1 | 1 | 7
Cc1n[nH]c(C)c1Sc1ccccc1N=Cc1ccc(C(=O)O)cc1 | 2 | -3
Cc1cc(Nc2cccc([N+](=O)[O-])c2)nc(-c2ccccc2O)n1 | 4 | 1
COC(=O)[C@H](CC(C)C)N(CCCc1cn(Cc2ccccc2)nn1)S(=O)(=O)c1ccccc1Br | -13 | -4
CC1CN(C(=O)c2n[nH]c3ccccc23)CC1c1nc(-c2cccnc2)no1 (stereo not drawn) | 11 | 3
Oc1cnn(-c2ccccc2)c1 | -6 | -7
COc1ccc(-c2cc(=O)[nH]c(SCc3nc(-c4ccccc4OC)oc3C)n2)cc1 | 26 | -2
COc1ccc(Br)cc1C1SCCN1S(=O)(=O)c1ccc(Cl)cc1 (stereo not drawn) | -7 | 2
COc1cccc(C2C3CC(C(C)(C)C)CC=C3C(C#N)=C(N)C2(C#N)C#N)c1O (stereo not drawn) | 40 | -1
Cn1c(CC2CCN(C(=O)c3ccc(C(F)(F)F)cc3)C2)nc2cccnc21 (stereo not drawn) | 23 | -6
O=C1CCCN1CC(O)CS(=O)(=O)c1ccc(Cl)cc1 (stereo not drawn) | . | 1
O=C(Nc1nnc(C2CC(=O)N(c3ccccc3)C2)o1)c1ccc(Cl)cc1 (stereo not drawn) | 16 | -6
Cc1cccc(NS(=O)(=O)c2ccc3nc(-c4ccccc4)[nH]c3c2)c1C | 5 | 2
Cn1nc([N+](=O)[O-])nc1Sc1cccc2cccnc12 | 66* | -18
COc1ccc(N2CCN(C(=O)c3ccc(Cl)cc3Cl)C(C)C2=O)cc1 (stereo not drawn) | 3 | -2
COCCN1CCC(N2CCCN(C(=O)c3c(F)cccc3Cl)CC2)C1=O (stereo not drawn) | -1 | 1
CCc1ccccc1Nc1ncnc2c1nc1n2CCCC1 | -7 | -3
COc1ccc(Br)cc1C(NC(=O)OC(C)(C)C)C(=O)O (stereo not drawn) | 1 | -3
OCCN(CCO)Cc1ccc(Br)cc1 | -8 | 2
O=C(NCCN1CCc2ccccc2C1)C1c2ccccc2C(=O)N2CCc3ccccc3C12 (stereo not drawn) | 16 | -2
O=C1NC(=O)C(=Cc2ccc(OC(=O)c3ccc(F)c(Cl)c3)cc2)N1 | . | 0
CCCSc1nnc2c(n1)OC(c1cccn1C)N(C(C)=O)c1ccccc1-2 (stereo not drawn) | 16 | -8
CC(Sc1nc2c([nH]c3ccccc32)c(=O)n1C)c1ccccc1 (stereo not drawn) | 5 | 4
Cc1nn(-c2ccccc2)c2sc(C(=O)Nc3ccc(F)cc3)cc12 | 31 | -8
COc1ccc(Br)cc1C(=O)Nc1ccccc1[N+](=O)[O-] | 2 | -6
O=C(C1CCCN(c2cnn(Cc3ccccc3)c(=O)c2)C1)N1CCCCCC1 (stereo not drawn) | 10 | -1
COc1ccc(C2CC(c3ccc(Cl)cc3)Nc3ncnn32)cc1 (stereo not drawn) | 29 | -6
O=C(CCC1CCCC1)NCc1ccc2[nH]c3c(c2c1)CCCC3 | 100* | -15
Cc1ccc(CN2CCc3c(cc(C(=O)N4CCCC4)n3C)C2)cc1 | 24 | 1
COc1ccc(CCS(=O)(=O)NCC2(CO)CC2)cc1 | -9 | -6
CON=C(c1nonc1N)N1CCN(c2ccc([N+](=O)[O-])cc2)CC1 | -2 | 5
O=C(c1cc2c(s1)CN(C1CC1)C2)N1CCCCC1 | 5 | -1
COc1ccc(C(=O)Nc2ccccc2C#N)cc1OC | -2 | 1
CCNc1cc(N2CCCC(CCC(=O)NCc3cnccn3)C2)ncn1 (stereo not drawn) | -6 | -9
Cc1ccc(-c2ccnc3c(C(=O)NCCN4CCCC4)cnn23)cc1C | 5 | 3
CCc1c(C)c(C#N)c2nc3ccccc3n2c1-n1ccnc1 | 9 | 8
Cc1cccc(OCC(O)Cn2cnc3cc(C)c(C)cc32)c1 (stereo not drawn) | 14 | 0
CCN1C(=O)Cc2cc(C(=O)N3CCC(C)CC3)ccc21 | 6 | -3
CC(=O)NCc1nc2c(n1C)CN(C(=O)C1CCCCC1)CC2 | 4 | -1
COc1ccc(/C=C2/N=C(c3ccccc3OC)OC2=O)cc1 | -2 | 0
Cc1ccc(F)cc1N1C(=O)C(N2C(=O)c3cccc([N+](=O)[O-])c3C2=O)C1c1cccs1 (stereo not drawn) | 6 | 9
CC1=NN(c2ccccc2)C(=O)/C1=C/c1cccnc1 | 4 | -3
CC(C)c1ccc(OCC(=O)N2CCN(c3ccc([N+](=O)[O-])cc3)CC2)cc1 | 40 | -5
CCN(CC)CCNC(=O)c1cnc(N2CCN(c3ccccc3OC)CC2)c2ccccc12 | 13 | 0
O=S(=O)(Cc1ccc(Cl)cc1)c1c[nH]c2ccccc12 | -3 | -5
COCCn1cc2c3c(cccc31)CN(C(=O)c1cc(F)cc(F)c1)CC2 | 12 | -4
CCOc1ccccc1C1N(c2cc(Cl)ccc2OC)C(=O)C2CCCN21 (stereo not drawn) | 14 | -5
COc1cccc(-n2nc(C(=O)N3CCN(c4cccc(Cl)c4)CC3)c3ccccc3c2=O)c1 | 61* | -2
CS(=O)(=O)N1CCN(c2ccc([N+](=O)[O-])c3cccnc23)CC1 | 2 | 2
COc1ccc(C2SCC3C(=O)N(c4ccccc4)C(=S)N32)cc1O (stereo not drawn) | 100* | -5
CCCN1C(=O)N(c2cccc(Cl)c2)C(C)(O)CC1(C)C (stereo not drawn) | -6 | 2
C1=CC2CC1CC2CN1CCN(C2CCC(c3ccccc3)CC2)CC1 (stereo not drawn) | 2&16 | -1
The results go on:
SMILES | mHTT CaM bind | Pf apPOL inh
COc1cccc(CN2CCc3nc(N4CCC(C)CC4)ncc3C2)c1OC | 23 | -3
CN1C(=O)c2ccccc2C(C(=O)N2CCCCCC2)C1c1cn(C)c2ccccc12 (stereo not drawn) | 7 | 6
Cc1cc(C)cc(C(=O)N2CCCC(C(=O)NCCC3=CCCCC3)C2)c1 (stereo not drawn) | -5 | -2
CCOC(=O)c1oc2cc(O)ccc2c(=O)c1-c1ccccc1OC | 4 | 8
CCN(CC)C(=O)C1CCCN(Cc2cccc([N+](=O)[O-])c2)C1 (stereo not drawn) | -1 | -10
COC(=O)/C=C/c1ccccc1S(=O)(=O)N(Cc1ccccc1)Cc1ccco1 | 0 | 6
CCCn1cnnc1C1CCN(C(=O)c2ccco2)CC1 | 2 | -1
O=[N+]([O-])c1cccnc1NCCCn1ccnc1 | . | -3
O=C(CN1CCC(c2nc(-c3ccccc3)no2)CC1)Nc1ccccc1Cl | -8 | -3
CCCCC(=O)N1CCc2c(c(C(=O)NCc3cccc(C)c3)nn2C)C1 | 59* | 2
O=C(NCc1cccc(F)c1)c1ccc(-c2cncnc2)nc1 | -5 | 1
CC1CCN(C(NC(=O)c2ccco2)C(=O)c2ccccc2)CC1 (stereo not drawn) | 0 | 2
COc1ccccc1Cc1noc(/C=C/c2ccc(C)cc2)n1 | -32 | 1
O=C1OC(c2ccc(Cl)cc2)=N/C1=C\C(Cl)=C\c1ccccc1 | 2 | -1
CC12C=CC3(CN(Cc4ccccc4)C(=O)C3C1C(=O)NCc1ccccn1)O2 (stereo not drawn) | -15 | -9
CN(CCc1ccccn1)Cc1ccc(Cl)c(Cl)c1 | 1 | -3
CCC(=O)N1CCN(c2ccccc2C)C(=O)C1C (stereo not drawn) | -4 | -2
C[C@@H]1NS(=O)(=O)c2cc(Cl)ccc2O[C@@H]1c1ccccc1 | -17 | -4
Cn1nc(C(=O)NCc2ccc(Cl)cc2)c2c1CCN(C(=O)c1cccc(F)c1)C2 | 31 | 2
COc1ccc(CC(=O)NCc2ccc(F)cc2)cc1OC | -4 | -4
Cc1cccc(C(=O)N2CCc3c(c(-c4nc(-c5ccccc5)no4)nn3C)C2)c1 | 37 | 0
CCOC(=O)c1cnc(SCC(=O)Nc2ccc([N+](=O)[O-])cc2)nc1N | . | -5
CC1(C)CC(=O)C2=C(C1)OC1=C(C(=O)CC(C)(C)C1)C2c1ccccn1 | -1 | -3
COc1ccc(C2C(S(=O)(=O)NC(C)c3ccccc3)CON2C)cc1 (stereo not drawn) | -8 | -3

Compound profiles, from the list above:
Entry for C[C@@H]1NS(=O)(=O)c2cc(Cl)ccc2O[C@@H]1c1ccccc1 = mHTT CaM bind = -17; Pf apPOL inh = -4
Entry for CC1(C)CC(=O)C2=C(C1)OC1=C(C(=O)CC(C)(C)C1)C2c1ccccn1 = mHTT CaM bind = -1; Pf apPOL inh = -3

Following part:
SMILES | mHTT CaM bind | Pf apPOL inh
O=[N+]([O-])c1ccc(O)c(C2N(Cc3ccccc3)CCCN2Cc2ccccc2)c1 | 4 | -9
O=[N+]([O-])c1cccc(OCNCCCCCCO)c1 | . | -2
COc1ccc(C2Nc3ccccc3C(=O)N2c2ccccn2)cc1 (stereo not drawn) | -12 | -7
CC1Cc2nc(SCC(=O)N3CCc4ccccc43)n(Cc3ccccc3)c(=O)c2S1 (stereo not drawn) | 6 | -3
N#CC1=C(N)Oc2n[nH]c(-c3ccc4c(c3)OCO4)c2C1c1ccc2c(c1)OCO2 (stereo not drawn) | 26 | -14

2 compounds picked at random from those above:
SMILES | mHTT CaM bind | Pf apPOL inh
N#CC1=C(N)Oc2n[nH]c(-c3ccc4c(c3)OCO4)c2C1c1ccc2c(c1)OCO2 (stereo not drawn) | 26 | -14
COc1ccc(C2Nc3ccccc3C(=O)N2c2ccccn2)cc1 (stereo not drawn) | -12 | -7

Source: PubChem
